IP6K1 inhibitor = inhibitors of human IP6K1. Q92551. IP6K1 kinase, ADP-Glo luminescence, 2 h; stronger effect = lower value. activity change, % (series mostly up to about 58 µM). hit rate 0.81% among 140,000. AID 1645851; in the data active = activity change below about -25%
Target sequence (Q92551 whole entry, looked up): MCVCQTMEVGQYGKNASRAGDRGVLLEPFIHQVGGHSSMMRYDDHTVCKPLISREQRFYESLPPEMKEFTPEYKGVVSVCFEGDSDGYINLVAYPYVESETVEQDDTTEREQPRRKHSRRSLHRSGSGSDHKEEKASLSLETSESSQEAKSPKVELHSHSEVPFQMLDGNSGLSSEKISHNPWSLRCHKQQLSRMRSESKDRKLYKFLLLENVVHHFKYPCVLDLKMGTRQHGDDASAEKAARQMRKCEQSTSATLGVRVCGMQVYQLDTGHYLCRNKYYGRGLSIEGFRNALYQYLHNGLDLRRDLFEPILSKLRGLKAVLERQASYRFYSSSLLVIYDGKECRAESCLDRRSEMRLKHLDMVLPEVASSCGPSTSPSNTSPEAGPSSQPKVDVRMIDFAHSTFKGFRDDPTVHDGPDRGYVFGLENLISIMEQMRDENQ
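ADP-Glo luminescence measures ADP made by human IP6K1 during a 2 h RT reaction with ATP/IP6 (mix at 1.3 mM/130 uM); top library doses 57.5 and 19.1 uM final.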
HEK293 tox = kills HEK 293 cells; HEK 293 viability, ATP luminescence (CellTiter-Glo), 48-72 h; Potency, µM (top dose mostly 115 µM), inactives show at the highest dose activity change, negative = cytotoxicity, actives largely listed as inhibitors; hit rate 6.6% among 94,000; AID 1345083; also: potency is read from the fitted curve at half-maximal effect; nearly all actives have a fitted effect of over 60% in size
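Read-out: CellTiter-Glo ATP luminescence. Cells: HEK 293, 250 cells/well. Exposure: 48 or 72 hr, 37 degree Celsius.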
GPT2 inhibitor = blocks human glutamate pyruvate transaminase 2; Recombinant GPT2, coupled pyruvate oxidase/HRP Amplex Red fluorescence; Potency, µM (doses to about 57.7 µM), for inactives: at the highest dose activity change, negative = inhibition, usual class: inhibitors; hit rate 0.25% among 100,000; AID 1671188; also: potency is read from the fitted curve at half-maximal effect; nearly all actives have a fitted effect of over 60% in size; many of its hits are not listed in these tables
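Inhibition is scored from Amplex Red fluorescence generated when pyruvate oxidase and HRP act on pyruvate released by GPT2. Reactions contain 10ng/uL enzyme, 250uM a-KG and 2mM L-alanine and run 30 min at room temperature.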
NIH3T3 tox = kills NIH 3T3 cells; hit rate 4.3% among 94,000; Potency, µM (top dose mostly 96.7 µM), without a hit: at the top dose activity change, negative = cytotoxicity, actives largely listed as inhibitors; NIH 3T3 viability, CellTiter-Glo ATP luminescence, 48-72 h; also: potency is read from the fitted curve at half-maximal effect; nearly all actives have a fitted effect of over 55% in size
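Luminescent ATP readout (CellTiter-Glo, 10 min RT) after 48 or 72 hr compound exposure of NIH 3T3 cells seeded at 400 cells/well in 1536-well format; quantitative HTS.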
SNCA viab count = counter-screen for SNCA expression inhibitors: cell viability | HEK-293-SNCA-luc viability, GF-AFC fluorescence, 24 h | Potency, µM (doses to about 57.1 µM), without a hit: at the highest dose activity change, negative = cytotoxicity, most hits filed as cytotoxic | hit rate 0.12% among 150,000;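 also: potency is read from the fitted curve at half-maximal effect; 0% = DMSO-treated cells and -100% = medium-only wells without cells; nearly all actives have a fitted effect of over 30% in size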
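HEK-293-SNCA-luc cells (1500/well) plated 24 h, then exposed 24 h to a dilution series; GF-AFC added 30 min at 37C, fluorescence 405/540 nm; normalised to medium-only and DMSO wells, Hill fit.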
SNCA expr inhib = inhibitors of alpha-synuclein (SNCA) gene expression | HEK-293 SNCA-luciferase knock-in, luminescence, 24 h | Potency, µM (highest dose often 57.2 µM), for inactives: at the highest dose activity change, negative = inhibition, most hits filed as inhibitors | hit rate 0.17% among 140,000 | AID 1671194;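 also: potency is read from the fitted curve at half-maximal effect; plate controls were DMSO cells for no effect and cell-free wells for full effect; nearly all actives have a fitted effect of over 45% in size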
Luciferase inh = blocks purified firefly luciferase enzyme activity. AID 1347043. hit rate 2.5% among 76,000. Potency, µM (series often up to 115 µM), for the others: at the top dose activity change, negative = inhibition, actives largely listed as inhibitors. purified P. pyralis luciferase, luminescence, biochemical; also: potency is read from the fitted curve at half-maximal effect; nearly all actives have a fitted effect of over 65% in size
Target sequence (P08659 whole entry, looked up): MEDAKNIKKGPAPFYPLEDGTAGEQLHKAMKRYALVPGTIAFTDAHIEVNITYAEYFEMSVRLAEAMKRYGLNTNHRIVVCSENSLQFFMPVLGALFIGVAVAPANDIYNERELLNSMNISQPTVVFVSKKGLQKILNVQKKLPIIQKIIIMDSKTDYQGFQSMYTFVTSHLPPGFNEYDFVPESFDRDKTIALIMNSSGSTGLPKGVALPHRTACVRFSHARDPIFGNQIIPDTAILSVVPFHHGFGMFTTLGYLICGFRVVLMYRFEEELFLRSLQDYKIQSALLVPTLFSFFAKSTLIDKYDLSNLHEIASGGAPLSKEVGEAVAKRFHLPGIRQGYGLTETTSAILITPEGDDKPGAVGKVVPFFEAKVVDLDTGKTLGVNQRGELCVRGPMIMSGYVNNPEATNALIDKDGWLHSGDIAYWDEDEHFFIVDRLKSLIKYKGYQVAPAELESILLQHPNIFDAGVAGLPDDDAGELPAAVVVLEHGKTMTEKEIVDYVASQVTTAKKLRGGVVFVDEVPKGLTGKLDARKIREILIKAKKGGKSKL
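Luminescence read by CCD imager after adding enzyme (10nM final) to wells holding compound, titrated in qHTS. Substrates 10uM each D-luciferin and ATP; buffer 50mM Tris acetate pH 7.5, 10mM Mg acetate, Tween-20, BSA.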
* = called active by the depositor; i = inactive; ? = inconclusive; nt = not tested or not shown; [ ] = remark or other dose. Unless noted, calls follow the shape of the dose curve; as a rule, active = well fitted curve in the direction sought with a large enough effect; inconclusive = small, poorly fitted or top-dose-only effect, or another doubt; inactive = no such curve, though single readings can be large; an effect the other way counts as inactive or inconclusive. Unless noted, % is scaled to controls: 0 for no effect and ±100 for the full control effect. Not all compounds are listed; count on the stated rates, not on these rows.

SMILES	IP6K1 inhibitor	HEK293 tox	GPT2 inhibitor	NIH3T3 tox	SNCA viab count	SNCA expr inhib	Luciferase inh
CCOC(=O)CCNC(=O)N1CCC2(CC1)C(=O)N(C(C)C)C2c1ccccc1 (configuration not stated)	-18	-21%	0%	-33%	13%	2%	nt
Cc1ccc(-n2c(C3CCN(C(=O)c4ccc5c(c4)OCO5)CC3)n[nH]c2=O)cc1	-18	5%	3%	?	-6%	-20%	-3%
COC[C@@H]1CN(C(=O)c2cc(C)oc2C)C[C@H]1c1nc(C)no1	-8	?	5%	?	12%	-5%	-13%
CC(=O)N1CC2(Cc3ccccc31)CN(C(=O)Cc1cccc(Cl)c1)C2	19	?	i	?	7%	7%	-5%
Cc1[nH]ncc1CNC(=O)C1CCCCC(=O)N1Cc1ccccc1 (configuration not stated)	7	-1%	?	i	-2%	-7%	3%
COCC(=O)N1CCN2C(=O)N(Cc3ccccc3)C(=O)[C@H]2C1	6	-16%[172 µM]	-3%[88.5 µM]	-1%[174 µM]	-1%[87.6 µM]	30%[87.6 µM]	1%[172 µM]
CCc1nn(-c2ccc(F)cc2)c(Oc2ccccc2)c1CCC(=O)N1CCCC1	7	45µM*	?	?	-21%	-10%	-2%
Cc1sc2cc(C(=O)NCC3CC3)[nH]c2c1CN1CCCCC1	26	?	i	?	-15%	9%	0%
COCCN1CC(CO)C2(CCN(Cc3ccc(Cl)c(F)c3)CC2)C1 (configuration not stated)	1	?	1%	?	3%[12.5 µM]	-8%	-5%
CC(C)C[C@@H]1N[C@H](C(=O)N2CCCC2)Cc2cn(Cc3nccn3C)c3cccc1c23	-7	?	2%[88.5 µM]	-27%[174 µM]	-1%[87.6 µM]	18%[87.6 µM]	-6%[172 µM]
N#Cc1cccc(NC(=O)CCNS(=O)(=O)c2ccc3c(c2)CCN3C(=O)C2CC2)c1	19	nt	nt	nt	-3%	?	nt
Cc1cc(N2CCC3(CCCN(CC4CCC4)C3=O)C2)nc2ccccc12 (configuration not stated)	4	32µM*	4%	?	?	?	0%
CCc1ccc(NC(=O)C(=O)NCC(c2cccnc2)N2CCOCC2)cc1 (configuration not stated)	2	nt	nt	nt	5%	26%	nt
O=C(c1ccc2nccn2c1)N1CCCC1	-3	i	1%[88.5 µM]	i	7%[87.6 µM]	6%[87.6 µM]	nt
CCn1c(CNC(=O)c2ccc(OC)cc2)nnc1SCC(=O)Nc1ccc(OC)cc1	7	nt	nt	nt	8%	39%[activator]	nt

5 records picked at random from the list so far:
SMILES	IP6K1 inhibitor	HEK293 tox	GPT2 inhibitor	NIH3T3 tox	SNCA viab count	SNCA expr inhib	Luciferase inh
Cc1[nH]ncc1CNC(=O)C1CCCCC(=O)N1Cc1ccccc1 (configuration not stated)	7	-1%	?	i	-2%	-7%	3%
CCOC(=O)CCNC(=O)N1CCC2(CC1)C(=O)N(C(C)C)C2c1ccccc1 (configuration not stated)	-18	-21%	0%	-33%	13%	2%	nt
O=C(c1ccc2nccn2c1)N1CCCC1	-3	i	1%[88.5 µM]	i	7%[87.6 µM]	6%[87.6 µM]	nt
COCC(=O)N1CCN2C(=O)N(Cc3ccccc3)C(=O)[C@H]2C1	6	-16%[172 µM]	-3%[88.5 µM]	-1%[174 µM]	-1%[87.6 µM]	30%[87.6 µM]	1%[172 µM]
CCc1nn(-c2ccc(F)cc2)c(Oc2ccccc2)c1CCC(=O)N1CCCC1	7	45µM*	?	?	-21%	-10%	-2%

Next part
SMILES	IP6K1 inhibitor	HEK293 tox	GPT2 inhibitor	NIH3T3 tox	SNCA viab count	SNCA expr inhib	Luciferase inh
C=C1C(=O)O[C@@H]2/C=C(\C)CC/C=C(/C=O)[C@H](OC)[C@@H](OC(=O)C(C)C)[C@@H]12	-2	nt	i	nt	?	nt	nt
CCC(C)NC(=O)Cn1c(=O)n(CCCCCC(=O)NCc2ccccc2Cl)c(=O)c2sccc21 (configuration not stated)	-9	nt	nt	nt	6%	31%[activator]	nt
CC(C)NC(=O)N[C@H]1CCN2C(=O)c3cc(-c4ccccc4)ccc3NC(=O)[C@H]12	-8	-8%[172 µM]	2%[88.5 µM]	-28%[174 µM]	0%[87.6 µM]	3%[87.6 µM]	-12%[172 µM]
COC(=O)c1c(SC)nc2ccccc2c1OCc1ccccc1C	15	nt	nt	nt	?	-2%	nt
COCCN1C(=O)c2cccn2CC1CNC(=O)c1nccc2ccccc12 (configuration not stated)	1	i	i	i	10%	-12%	-4%
CCC[C@H](N)C(=O)N1CCC(c2cc(N3CCOCC3)nc(C)n2)CC1	0	?	4%	?	-27%	-22%	-13%
CN(C)c1ccc(-c2ccnc(N[C@H]3CO[C@H]4[C@@H]3OC[C@H]4OC(=O)NCc3ccccc3)n2)cc1	3	?	-7%	-20%	-6%	-22%	0%
CC1CCN(C(=O)[C@H]2CCC[C@H]2NC(=O)c2ccncc2)CC1	28	-21%	i	-12%	-6%	25%	0%
CC(=O)c1ccc(NC(=O)CCSc2nc(-c3ccco3)cc(C(F)(F)F)n2)cc1	-10	nt	nt	nt	?	145%[activator]	nt
Cc1nc(-c2cn(C3CCCN(C(=O)c4ccc(F)cc4)C3)nn2)no1 (configuration not stated)	8	1%	1%	-12%	14%	-20%	3%
CCCCCCSc1nc(N)c2c3c(sc2n1)CCCC3C (configuration not stated)	-9	nt	nt	nt	-19%	173%[activator]	nt
CNC(=O)[C@@H]1CN(C(=O)c2ccncc2)C[C@H]1CO	-2	-8%	-4%	-14%	14%	-18%	-14%
Cc1[nH]cnc1CN1CCc2nc(C(=O)Nc3cccc(C(F)(F)F)c3)oc2CC1	1	?	i	?	5%[87.6 µM]	1%[87.6 µM]	5%[172 µM]
CCN1C(=O)CCN(Cc2ccc(C#N)cc2)CC12CCOCC2	-7	-2%	4%	-9%	?	-1%	1%
COc1ccc(C(=O)N[C@@H]2CN(Cc3cccnc3)C[C@H]2CN(C)C)cc1OC	1	-15%	i	-5%	7%	-10%	-11%

Exported with two lines to a compound: part of the list above
Every second line gives: IP6K1 inhibitor | HEK293 tox | GPT2 inhibitor | NIH3T3 tox | SNCA viab count | SNCA expr inhib | Luciferase inh
CNC(=O)[C@@H]1CN(C(=O)c2ccncc2)C[C@H]1CO
  -2 | -8% | -4% | -14% | 14% | -18% | -14%
Cc1[nH]cnc1CN1CCc2nc(C(=O)Nc3cccc(C(F)(F)F)c3)oc2CC1
  1 | ? | i | ? | 5%[87.6 µM] | 1%[87.6 µM] | 5%[172 µM]

More entries.
SMILES	IP6K1 inhibitor	HEK293 tox	GPT2 inhibitor	NIH3T3 tox	SNCA viab count	SNCA expr inhib	Luciferase inh
CC(C)CCNC(=O)Cn1cc(S(=O)(=O)Cc2ccc(F)cc2)c2ccccc21	-9	nt	nt	nt	-14%	14%	nt
CCOc1ccc(NC(=O)Nc2nnc(N3CCCCC3C)s2)cc1 (configuration not stated)	-3	nt	nt	nt	5%	25%	nt
CCCS(=O)(=O)N1CCCN(C(=O)C2CC2)C(c2ccccc2)CC(=O)NCC1 (configuration not stated)	31	-5%	i	-24%	7%	5%	-5%
O=C1COc2ccc(N3CCCC3)nc2CN1Cc1ccc(C(F)(F)F)cc1	-6	79µM*	i	?	-13%[87.6 µM]	?	-22%[172 µM]
CCc1ccccc1S(=O)(=O)N1CCN(C2(CC)CCN(C(=O)NC)C2)CC1 (configuration not stated)	-4	?	i	-30%	-31%	-3%	-11%
CC(C)CCN(C(=O)Nc1ccc(Cl)c(Cl)c1)C1CCN(C(C)C)CC1	19	nt	nt	nt	-14%	9%	nt
COc1ccc(NC(=O)c2cnc3cc(C)ccn3c2=O)c(OC)c1	48	nt	nt	nt	11%	-7%	nt
COCCCNC(=O)c1ccc(Cn2c(=O)c3ccccc3n(Cc3ccc(Cl)cc3)c2=O)cc1	14	nt	nt	nt	-12%	-17%	nt
COc1ccc(-c2ccc(C(=O)N3CCN(C(=O)c4ccccc4Cl)CC3)cc2)nn1	9	?	nt	-25%	nt	nt	nt
Cc1ccc(Cn2cc(CCC(=O)NC3CCC(C)CC3)c3ccccc32)cc1 (configuration not stated)	49	nt	nt	nt	-7%	42%[activator]	nt
CS(=O)(=O)c1ccc(-c2cnc([C@@H]3COCCN3Cc3ccc(Cl)cc3)[nH]2)cc1	0	79µM*	4%[88.5 µM]	?	-17%[87.6 µM]	-20%[87.6 µM]	-4%[172 µM]
COC(=O)c1c(SCC(=O)Nc2cccc(Cl)c2C)[nH]c2ccccc2c1=O	15	nt	nt	nt	-10%	-16%	nt
Cc1ccc(NC(=O)c2c(NC(=O)c3ccco3)sc3c2CCC(C(C)(C)C)C3)c(C)c1 (configuration not stated)	-11	nt	nt	nt	7%	-9%	nt
CC(=O)N1CCC2(CC1)C(=O)NN=C2c1ccccn1	11	-1%[172 µM]	-9%[88.5 µM]	-16%[138 µM]	9%[87.6 µM]	?	-2%[172 µM]
CCOC(=O)c1[nH]c(C)c(CCC(=O)Nc2cc(Cl)c(OC)cc2OC)c1C	5	nt	nt	nt	9%	2%	nt
O=C(c1cccs1)N1CCC2(CC1)CC(Cc1ccc(F)cc1)CCO2 (configuration not stated)	21	?	-16%	?	1%	11%	-9%
CCc1ccc(NC(=O)Cn2c(C)ccc(NS(=O)(=O)c3ccccc3)c2=O)cc1	2	?	i	-26%	?	57%[activator]	-15%
CC(=O)c1cccc(NC(=O)c2nc(-c3ccc(C)cc3)n3c2CCCCC3)c1	-4	nt	nt	nt	1%	13%	nt
COc1cccc(C(=O)N2CCC(c3n[nH]c(=O)n3-c3ccccc3)CC2)c1	4	-1%	i	?	-10%	-18%	-3%
COCCC(=O)N[C@H]1CC[C@]2(C)CCC([C@H](C)C(=O)N3CCCCC3)[C@H](O)[C@H]2[C@@H]1C (some centres not stated)	4	-18%[172 µM]	i	-27%[174 µM]	2%[87.6 µM]	-4%[87.6 µM]	-1%[172 µM]
CC(C)C(=O)NCCC1CCN(C(=O)Nc2cc(F)cc(F)c2)CC1	-5	15%	-6%	4%	4%	11%	-7%
Cc1cnc(C(=O)N2CC(F)(F)C[C@H]2c2nnc(C3CC3)o2)cn1	1	-5%	i	1%	-9%	-2%	-1%
Cc1nn(-c2ccccc2)c2c1C(C)N(CC1CN(C(=O)c3ccc(Cl)nc3)C1)C2=O (configuration not stated)	1	-5%	nt	?	nt	nt	nt
CC1CCN(c2nc3c(S(=O)(=O)c4ccc(Cl)cc4)nnn3c3ccsc23)CC1	20	nt	nt	nt	-4%	22%	nt
COc1cccc(CNC(=O)[C@@H]2C[C@@H](O)CN2C2CCN(C(=O)c3ccncc3)CC2)c1	0	-1%	-26%	i	5%	?	-5%
CN(Cc1ccccc1)C(=O)c1ccnc(-c2nnc3ccc(N4CCOCC4)nn23)c1	-15	?	4%[88.5 µM]	?	1%[87.6 µM]	-1%[87.6 µM]	1%[172 µM]
COc1ccc(CCC(=O)N2CCC(Cc3nc(-c4ccccc4)no3)CC2)cc1	-9	35µM*	i	?	4%	-5%	-8%
O=C(NC[C@H]1Cn2c(-c3ccccc3)cnc2CO1)c1cnccn1	6	?	-2%[88.5 µM]	?	4%[87.6 µM]	?	-8%[172 µM]

Assay outcomes from PubChem BioAssay.
